Tat transport – inhibitors of E. coli Tat protein transport; inhibition, % at 10 µM; 340,000 compounds, 0.036% hits; E. coli MC4100 TorA-mCherry Tat export, fluorescence;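 active means mean replicate inhibition at least 50% and at least half of replicates individually reaching 50%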;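 further: exported cargo escapes ClpAP degradation while cytoplasmic cargo is degraded and loses fluorescence; 0% = median of neutral control wells and 100% = median of NaSCN control wells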
SUMO Mot1 rescue – SUMOylation pathway inhibition by Mot1-301 growth rescue; 320,000 compounds, 1% hits; S. cerevisiae Mot1-301 growth rescue, ATP luminescence, 38.5C; percent above DMSO median, 100 means doubled; growth rescue, % at 18.8 µM; AID 2716;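 active means every valid replicate shows activation above 250% relative to neutral control wells; inactive means the rest, any valid replicate at or below 250%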;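 further: OY570 slx delta 5 strain wells were the positive control but not used for scaling; some compounds called inactive have numbers as strong as hits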
OPRM1-OPRD1 inv – mu-delta opioid heterodimer inverse agonism; 340,000 compounds, 0.21% hits; AID 504357; inhibition, % at 9.3 µM; P35372+P41143; cell-based MOR-DOR heterodimer luminescence; in the data active means inhibition above about 22%, passing the limit was not always enough;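 further: 0% = cells with DMSO and 100% = wells without cells with DMSO; values of inactives mirror those of a sister screen read the other way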
Target sequence (P35372 whole entry, looked up): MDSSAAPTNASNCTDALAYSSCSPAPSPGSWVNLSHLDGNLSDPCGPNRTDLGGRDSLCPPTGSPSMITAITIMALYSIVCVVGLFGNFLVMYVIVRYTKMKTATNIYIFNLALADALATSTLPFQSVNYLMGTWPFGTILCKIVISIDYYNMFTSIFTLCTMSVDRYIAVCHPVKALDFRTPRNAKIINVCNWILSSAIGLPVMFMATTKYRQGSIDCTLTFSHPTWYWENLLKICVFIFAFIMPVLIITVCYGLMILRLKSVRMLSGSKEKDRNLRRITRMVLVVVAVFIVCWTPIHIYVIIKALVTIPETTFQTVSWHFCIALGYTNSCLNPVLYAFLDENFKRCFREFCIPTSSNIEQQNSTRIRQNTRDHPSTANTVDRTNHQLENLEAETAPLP
Target sequence (P41143 whole entry, looked up): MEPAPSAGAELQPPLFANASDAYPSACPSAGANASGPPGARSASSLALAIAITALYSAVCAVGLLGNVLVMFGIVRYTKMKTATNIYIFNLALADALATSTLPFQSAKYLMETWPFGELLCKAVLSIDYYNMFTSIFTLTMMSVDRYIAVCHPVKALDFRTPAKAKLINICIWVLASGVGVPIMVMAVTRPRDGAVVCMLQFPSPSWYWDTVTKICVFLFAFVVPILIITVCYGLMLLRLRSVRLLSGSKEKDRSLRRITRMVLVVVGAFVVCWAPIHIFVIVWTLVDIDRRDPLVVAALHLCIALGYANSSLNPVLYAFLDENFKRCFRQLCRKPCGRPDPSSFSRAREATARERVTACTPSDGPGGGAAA
phage Ecoli inh – E. coli growth loss with phage present; 360,000 compounds, 0.26% hits; growth absorbance; inhibition, % at 11.9 µM; in the data active means inhibition above about 11%
Arr AP2 block – inhibitors of human beta-arrestin and AP2 interaction. FITC-arrestin peptide / GST-AP2 beads, flow cytometry; AP2 beta2 appendage carries R879A mutation. inhibition, % at 10 µM. 340,000 compounds, 0.31% hits;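 active means inhibition above a set limit, near 3 SD of compounds lacking own fluorescence, cut at about 54% in these data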;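 further: plate controls were DMSO wells for no effect and 5 µM unlabelled arrestin peptide for full effect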
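system = GST-tagged AP2 beta2-adaptin appendage (R879A) on 4 µm glutathione beads | reagent = FITC-labelled arrestin peptide probe, 50 nM final | schedule = compound with beads 12 min RT, then probe 1 h RT | signal = HyperCyt-sampled flow cytometry, FL1 channel, ex 488/em 535 nm | read-out = percent response from loss of bead-bound FITC fluorescence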
E coli growth – counter-screen for AddAB inhibitors: E. coli growth inhibition; AID 449728; E. coli V3065 growth, OD600 absorbance, 18 h; 330,000 compounds, 0.27% hits; inhibition, % at 11.9 µM;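 active means inhibition above the campaign's mean inhibition across all tested compounds plus 3 SD, cut at about 9.9% in these data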;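 further: uninfected addAB+ strain grown without phage in ampicillin broth; 0% = DMSO wells and 100% = ciprofloxacin 0.95 µg/ml wells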
PKA-R1A act – PKA-R1A complex activation; PKA-R1A dissociation, Cy5-IP20 fluorescence polarization; scaled: DMSO 0%, 113 µM cGMP 100%; activation, % at 11.4 µM; AID 504707; 340,000 compounds, 0.083% hits;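 active means percent activation above the mean of all tested compounds plus 3 SD, cut at about 19% in these data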;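 further: higher means more PKAc released from R1A so a rise in polarization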
OPRM1-OPRD1 ag – OPRM1-OPRD1 heterodimerization agonism. P35372+P41143. activation, % at 9.3 µM. cells, luminescence. 340,000 compounds, 0.3% hits; in the data active means activation above about 18%;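 further: 0% = vehicle-treated cells and 100% = reference agonist; values of inactives mirror those of a sister screen read the other way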
PfHsp90 set2 – growth inhibition of yeast expressing Plasmodium Hsp90. S. cerevisiae expressing PfHsp90, BacTiter-Glo ATP, 48 h; yeast lacking PDR1 and PDR3 efflux regulators. AID 504621. inhibition, % at 9.4 µM. 310,000 compounds, 0.32% hits;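 active means every replicate shows inhibition above about 80%, whatever the replicate mean, limit read from the data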;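 further: 0% = DMSO neutral controls and 100% = 20 µM radicicol positive controls; yeast relying on Plasmodium falciparum Hsp90 in place of its own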
DSG3 Ab inh – blocks pemphigus antibody binding to human desmoglein-3; P32926; DSG3-coupled beads, scFv-anti-DSG3-GFP binding, flow cytometry; stronger effect = lower value; binding (percent of control), % at 10 µM; 310,000 compounds, 0.48% hits;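 active means binding more than 3 SD below its plate's average and above zero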; further: some compounds called inactive have numbers as strong as hits
AddAB inh – less growth of phage-infected E. coli with AddAB | E. coli expressing H. pylori AddAB, absorbance growth | inhibition, % at 11.9 µM | 330,000 compounds, 0.29% hits | AID 435030; in the data active means inhibition above about 12%;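 further: 0% = vehicle wells of infected cells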
Numbers without * were called inactive; nt = not tested or not shown; & = joins results of further samples.

Order of results: Tat transport	SUMO Mot1 rescue	OPRM1-OPRD1 inv	phage Ecoli inh	Arr AP2 block	E coli growth	PKA-R1A act	OPRM1-OPRD1 ag	PfHsp90 set2	DSG3 Ab inh	AddAB inh
CCCn1c(O)c2ccc(C(=O)N=NC(=O)c3cccnc3)cc2c1O
→ -3	265	15	0.8	4	2.6	0	-2.7	15	103	-1.9
CC(C)(C)c1cccc(OCCCSc2ncccn2)c1
→ 9	292	-25	3.8	1	-2.5	-15	5.7	5	96	1.1
NS(=O)(=O)c1ccc(NC(CNS(=O)(=O)c2ccccc2)c2ccccc2)cc1 (stereo not drawn)
→ 0	33	17	3.5	2	1.9	-11	-3.1	3	98	-1.5
COc1ccc(/C=C/C(=O)c2oc3ccc(F)cc3c2C)cc1
→ 1	-8	6	nt	5	-0.9	4	-1.2	14	86	0.3
O=C(CCCOc1ccc(Cl)cc1Cl)NNC(=O)C1CCC1
→ -1	12	8	-0.7	16	-1.1	-11	-1.6	-14	95	2.0
Cc1ccc(S(=O)(=O)NC(C(=O)Oc2cc3oc(=O)cc(C)c3cc2Cl)C(C)C)cc1 (stereo not drawn)
→ 5&2	115	-7	4.0	21	2.4	0	1.1	-3	96	1.2
O=C(NCc1cccs1)c1nc2c(nnn2Cc2ccccc2Cl)c(=O)[nH]1
→ 12	-25	15	-0.1	2	-1.0	-3	-2.8	-20	96	0.0
Cc1cc(N2CCN(C(=O)c3ccco3)CC2)n2nc(C)c(-c3ccccc3)c2n1
→ 0	nt	10	1.6	7	nt	-9	-1.9	39	107	nt
CN(Cc1ccccc1)S(=O)(=O)c1ccc(NS(=O)(=O)Cc2ccccc2)cc1
→ -2	0	10	3.4	18	-0.6	-12	-2.0	nt	99	0.9
CN(C(=O)COC(=O)c1cc(=O)[nH]c2ccccc12)C1CCCCC1
→ 1	nt	10	2.2	55*	0.5	1	-2.6	-25	nt	2.1
C=CCOc1ccc(C2C(C(=O)c3ccco3)=C(O)C(=O)N2Cc2cccnc2)cc1 (stereo not drawn)
→ 5	201	2	2.6	7	-2.3	4	-0.3	nt	nt	2.2
[N-]=[N+]=NCC/C=C\C1NS(=O)(=O)OCC1O (stereo not drawn)
→ 5	-3	13	2.5	0	-0.9	2	-2.9	1	99	4.6
CCCN(CC(=O)Nc1ccccc1C)C(=O)COC(=O)c1cnc(C)cn1
→ -5	nt	-4	2.3	1	nt	-9	0.7	29	110	nt
CN(CCO)C1=NS(=O)(=O)c2cc([N+](=O)[O-])ccc21
→ 1	17	-36	5.3	5	-0.7	5	7.1	-20	92	-0.6
CC(C)(C)C1(c2ccccc2)NC(=O)N(CC(=O)N2CCOCC2)C1=O (stereo not drawn)
→ -10	15	4	2.0	-2	3.4	2	-0.8	nt	98	5.7
CCn1c(=O)c2sccc2n(CC(=O)NCCC2=CCCCC2)c1=O
→ -9	-9	20	4.1	-8	-0.8	13	-3.7	-2	98	2.2
Cn1c(CCCOc2ccc(Cl)cc2Cl)nnc1SCC(=O)Nc1ccc(F)c(Cl)c1
→ -1	7	-12	3.3	-7	-3.0	-26	2.6	-1	103	3.4
Cc1ccccc1Cn1c(=N)n(CC(O)c2ccco2)c2ccccc21 (stereo not drawn)
→ -2	-2	8	1.1	1	0.6	5	-1.7	-3	nt	2.7
C#CCN(N(C)c1ncc(C(F)(F)F)cc1Cl)S(=O)(=O)c1ccc2ccccc2c1
→ -1	5	8	4.0	12	-2.0	0	-1.4	-6	102	-0.5
COCCNS(=O)(=O)c1ccccc1
→ -2	0	6	0.2	-7	1.2	-7	-1.0	20	101	-1.4
O=S(=O)(NCCCSc1ccccc1)c1ccccc1F
→ 1	60	-22	1.7	18	0.8	4	2.7	5	121	2.4
COc1ccccc1N(CC(=O)NC1CC2CCC1C2)S(=O)(=O)c1ccc(C)cc1 (stereo not drawn)
→ -4	2	-20	-0.6	26	0.8	-3	3.8	-17	nt	-1.8
Cc1nnc(NC(=O)CSc2nnc3ncccn23)s1
→ -3	8	0	-1.4	25	1.6	2	-0.1	-9	107	2.7
COCCNC(=S)N1CCC(c2nc(-c3ccc(F)cc3)no2)CC1
→ 2	11	8	-1.8	14	0.5	-11	-1.6	0	99	1.1
COc1cc(NC(=O)CCNS(=O)(=O)c2ccc3c(c2)CCC(=O)N3)cc(OC)c1
→ -1	-7	-1	1.9	20	3.4	-6	0.2	11	102	3.2
CCCn1ncc(C(=O)N(C)C2CCCN(Cc3ccccc3F)C2)c1C (stereo not drawn)
→ 6	-15	12	2.8	-8	-0.5	-7	-2.4	7	88	0.4
CC(=O)Nc1ccc(S(=O)(=O)NCC2CCC(C(=O)NCc3ccccc3)CC2)cc1 (stereo not drawn)
→ -9	-6	19	3.2	-8	0.4	-4	-3.7	-7	97	2.0
Cc1ccc(S(=O)(=O)NC(=O)Nc2ccc(C)cn2)cc1
→ 4	20	9	3.0	12	-2.3	5	-1.6	16	93	3.0
COc1cc2cccc(OC)c(=O)c2c(O)c1OC
→ -1	1	1	5.8	-8	-1.2	-3	-0.1	15	92	0.5
CCN1CCN(c2ccc(S(=O)(=O)N3CCCCC3)cc2NC(=O)Cc2ccc(Cl)c(Cl)c2)CC1
→ 7	2	-31	nt	25	1.1	-10	4.8	-3	100	1.7
O=C(COC(=O)c1ccc(Sc2ccccc2)c([N+](=O)[O-])c1)NC1CCS(=O)(=O)C1 (stereo not drawn)
→ 9	3	10	2.2	5	1.7	6	-1.9	14	105	4.3
Nc1c(C(=O)c2ccccc2)sc2snc(SCC(=O)c3ccccc3)c12
→ 0	343	24	2.2	7	0.3	-7	-4.9	-13	231	1.6
Nc1nc(Nc2cccc(F)c2)nc2ccccc12
→ 7	-24	-24	5.8	6	0.7	-7	3.8	36	107	1.6
CNc1ccc(C(=O)OCC(=O)NC(=O)NC2CCCC2)cc1[N+](=O)[O-]
→ -6	10	5	-1.2	-3	-1.2	2	-1.3	8	108	1.3
CCOc1ccc(NC(=O)CC2C(=O)N(c3ccc(OC)cc3)C(=O)N2CCc2ccc(OC)c(OC)c2)cc1 (stereo not drawn)
→ 2	203	2	3.0	56*	0.5	1	-0.4	-1	100	2.2
COc1ccccc1CNc1ncc(-c2ccc(F)cc2)n1C
→ 8	-20	0	2.0	16	-0.4	-3	-0.1	-3	100	0.5
O=C(c1cc(-c2ccccc2)nn1-c1ccccc1)N1CCN(S(=O)(=O)c2ccc(F)cc2)CC1
→ 6	32	1	1.0	-14	-0.6	3	-0.1	-15	99	-0.3
Cc1cc(C)nc(/N=C(\N)C2=C(O)CC(C)(C)CC2=O)n1
→ -6	-1	7	1.3	0	0.5	-10	-1.4	-23	103	1.0
CC(C)Cn1c(N)c(C(=O)COC(=O)c2cc3ccccc3cc2O)c(=O)n(C)c1=O
→ 5	-14	-9	-1.5	0	-0.9	-7	2.4	7	nt	0.2
CC1(C)CC(=O)C=C(NCc2ccc(Cl)c(Cl)c2)C1
→ 3	3	-5	0.2	6	-2.5	4	0.9	nt	93	0.8
CCc1cc2cc3c(cc2nc1SCC(=O)OC(C)C)OCO3
→ 17	214	3	5.0	18	1.2	-11	-0.6	-14	96	-0.8
COc1ccc(Nc2nnc(-c3ccncc3)s2)cc1Cl
→ 0	23	7	1.3	1	-1.4	-1	-1.5	11	112	-0.5
CCOc1ccc2oc(-c3ccccc3)c(C(N)=O)c2c1
→ -4	-7	13	-0.1	-21	-0.7	0	-2.7	-17	95	1.8
O=C(Nc1cccnc1)NC1CCCCC1
→ 0	-5	11	1.9	12	-0.2	-11	-2.3	17	nt	0.4
O=C(O)c1ccc2c(c1)C(=O)N(C(Cc1ccc(O)cc1)C(=O)O)C2=O (stereo not drawn)
→ -4	5	12	1.9	5	-0.5	-3	-2.7	29	95	2.8
c1ccc(-n2c(SCC3CCCCO3)nnc2-c2cnccn2)cc1 (stereo not drawn)
→ 6	nt	-9	1.2	15	0.2	-15	1.6	14	nt	-0.3
O=C(NC1CCCN(Cc2ccc(Cl)cc2)C1)c1ccnc(Cl)c1 (stereo not drawn)
→ 6	-5	17	-0.4	-6	1.4	0	-3.6	4	107	3.9
CCCc1nc(SCC(=O)NNC(=O)c2ccc(OC)cc2)c2ccccc2n1
→ -4	-11	13	1.1	15	2.6	10	-2.6	-46	97	2.8
CCOc1ccccc1NC(=O)CN(C)S(=O)(=O)c1ccc(OC)c(C)c1
→ -7	-17	-3	-1.5	10	-2.6	3	0.5	-15	92	0.3
Cc1cccc(C)c1NC(=S)N(c1ccccc1)C(C)C
→ -1	4	5	3.6	-3	1.4	6	-0.7	0	97	5.1
Cc1ccc(S(=O)(=O)CC(c2ccccc2)N2CCCCC2)cc1 (stereo not drawn)
→ -2	-10	-5	2.4	9	-2.1	-4	0.6	-9	107	3.0
Nc1nc(CCl)nc(Nc2ccc3ccccc3c2)n1
→ -1	nt	-396	2.0	2	nt	7	80*	0	nt	nt

Assay outcomes from PubChem BioAssay.
